Artemis endo inh = Artemis endonuclease inhibitors, primary screen, biochemical, fluorescence intensity, FAM/BHQ-1 hairpin substrate | Protein artemis (Homo sapiens), Q96SD1 | actives 0.78% (n = 30,000) | inhibition, % at 10 µM | recombinant Artemis, quenched FAM hairpin cleavage fluorescence;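 active = at 10 µM dose, at least 30% inhibition, measured as corrected fluorescence normalized to stimulator and neutral control wells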
Target sequence (Q96SD1 whole entry, looked up): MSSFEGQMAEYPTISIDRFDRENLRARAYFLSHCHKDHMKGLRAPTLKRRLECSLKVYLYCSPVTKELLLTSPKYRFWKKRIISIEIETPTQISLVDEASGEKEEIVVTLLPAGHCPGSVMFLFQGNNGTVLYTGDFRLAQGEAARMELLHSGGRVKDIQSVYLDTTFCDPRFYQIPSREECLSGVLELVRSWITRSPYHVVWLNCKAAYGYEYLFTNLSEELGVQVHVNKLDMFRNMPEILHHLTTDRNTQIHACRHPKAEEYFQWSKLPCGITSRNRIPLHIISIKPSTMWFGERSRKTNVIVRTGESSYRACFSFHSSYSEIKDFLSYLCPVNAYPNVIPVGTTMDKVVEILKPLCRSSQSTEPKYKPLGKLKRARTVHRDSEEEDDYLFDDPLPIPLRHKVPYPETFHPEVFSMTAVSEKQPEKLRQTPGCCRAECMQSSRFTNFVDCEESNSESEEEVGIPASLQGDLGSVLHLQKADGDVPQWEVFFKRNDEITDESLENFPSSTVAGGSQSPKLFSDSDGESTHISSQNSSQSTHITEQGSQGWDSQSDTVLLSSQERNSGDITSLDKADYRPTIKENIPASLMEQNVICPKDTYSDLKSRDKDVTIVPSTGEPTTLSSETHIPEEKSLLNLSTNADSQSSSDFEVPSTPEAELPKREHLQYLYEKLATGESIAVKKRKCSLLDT
Active calls of the source: *.

molecule	Artemis endo inh
CS(=O)(=O)Nc1ccc(S(=O)(=O)N2CCOCC2)cc1	-5
COc1ccccc1N1CCN(C(=O)CCNS(=O)(=O)c2ccc(Br)s2)CC1	-1
Fc1ccc(Oc2nccc(-c3ccc(Cl)cc3)n2)cc1	-3
COC(=O)C(C)Oc1ccc(=O)[nH]n1 (stereo unspecified)	14
O=C(CCN1C(=O)C2C3C=CC(C3)C2C1=O)N1CCN(c2ccc(F)cc2)CC1 (stereo unspecified)	3
Cc1ccc(S(=O)(=O)N2CCN(Cc3nc4ccccc4[nH]3)CC2)cc1C	-1
Cc1cccc(NC(=S)NN2CCOCC2)c1C	-7
COC(=O)c1onc(-c2c(C)cc(C)cc2C)c1C(=O)OC	29
Cc1c(C(=O)O)sc2nc3n(c(=O)c12)CCCCC3	2
Cn1c(N)c(N2CCCCC2)c(=O)n(CC(=O)Nc2ccc(Cl)c(Cl)c2)c1=O	-9
CCCNC(=O)Cn1cnc2sc(C(=O)N3CCCC(C(=O)OCC)C3)c(C)c2c1=O (stereo unspecified)	0
Nc1nnc(SCC(=O)NCCOc2ccccc2)s1	-7
CCOC(=O)N1CCC(NC(=O)c2cc(C(=O)Nc3ccc(OC)c(OC)c3)ccc2CO)CC1	-9
Oc1cccc(-c2nc3ccc4ccccc4c3c3c2CCC3)c1	10
OC(COCC1COc2ccccc2O1)CN1CCN(c2ccccn2)CC1 (stereo unspecified)	0
CC1CCN(C(=O)c2ccccc2NC(=O)c2cccc(S(=O)(=O)N3CCOCC3)c2)CC1	-7
CCn1ccc(C(=O)NC2C(=O)N3C(C(=O)O)=C(C)CSC23)n1 (stereo unspecified)	-1
CSc1nc2c(c(=O)[nH]1)CCCC2	1
CN(C)c1ccnc(-n2cccc2/C=N/OCc2ccccc2)c1C#N	-2
O=C(NNc1nc2ccccc2nc1C(F)(F)F)c1ccccc1	0
Cc1ccc(C(=O)OC2CCOC2=O)cc1NC(=O)c1ccco1 (stereo unspecified)	0
O=C(c1cc(-c2ccc(Cl)cc2)n(-c2ccc(Cl)cc2)n1)N1CCOCC1	0
COc1ccc(CCNC(=O)CN(C2CCCCC2)S(C)(=O)=O)cc1	1
CCOc1cc(C(C#N)N2CCCCC2)ccc1OC (stereo unspecified)	-7
CCOC(=O)N1CCN(c2nc(SC)nc3sc4c(c23)CC(C)(C)OC4)CC1	13
COC(=O)c1ccc(Cn2cnc3c(cnn3-c3ccc(F)cc3)c2=O)o1	-6
COc1ccc(OCC(=O)N2CCN(C(=O)c3cccs3)CC2)cc1	-4
CC(NS(=O)(=O)c1ccc(F)cc1)C(=O)NCc1ccncc1 (stereo unspecified)	-6
Cc1cccc(N(CC(=O)N/N=C/c2ccc(OCC(=O)NCc3ccco3)cc2)S(C)(=O)=O)c1C	-6
Cc1nc(-c2cnn(-c3ccccc3)c2)c2cc(C)oc2n1	3
Cc1ccc(CO/N=C\Cc2snc(Sc3ncc(C(F)(F)F)cc3Cl)c2C#N)cc1	3
COC(=O)CNC(c1ccccc1Cl)c1cc(Br)ccc1NC(=O)CCN1CCOCC1 (stereo unspecified)	6
CC1(C)CC(=O)C(C=Nc2ccc(Cl)cn2)=C(O)C1	11
O=C(NC(Nc1ncccn1)C(=O)c1ccccc1)c1ccccc1 (stereo unspecified)	-7
Cc1[nH]n(CCC#N)c(=O)c1CC(=O)N1CCN(c2ccccc2)CC1	-6
CCOC(=O)c1nn(-c2ccccc2)c(=O)c(C#N)c1C	1
Cn1c(C(=O)N2CCc3ccccc3C2)cc2oc3ccccc3c21	2
CCOc1ccc(Br)cc1/C(C)=N\NC1=NCCN1	-4
COc1ccc(Cn2nnc(C(=O)Nc3ccc(F)cc3)c2N)cc1	2
CCc1noc(C)c1C(=O)Nc1nc(-c2ccc(Cl)cc2Cl)c(C)s1	0
CCOC(=O)c1ccc(N2C(=O)CC(N3CCC(C(=O)OCC)CC3)C2=O)cc1 (stereo unspecified)	0
O=C(Nc1nccs1)c1cn(-c2ccccc2)nc1-c1ccccc1	28
O=Cc1cc2ccccc2nc1SCc1ccc(Cl)cc1	9
Cc1noc(C)c1COc1ccc(C(=O)OC(C)C(=O)Nc2ccc(N3CCOCC3)cc2)cc1 (stereo unspecified)	3
Cc1ccc(-n2ncc(C#N)c2/N=C/N2CCCCCC2)cc1	0
CC(C)(C)n1ncc2c(=O)n(CC(=O)Nc3ccc4c(c3)OCO4)cnc21	-4
CCCSc1nc(N)nc(-c2cccs2)c1C#N	6
CCN(CC)CCCNc1cc2n(c(=O)n1)CCc1cc(OC)c(OC)cc1-2	15
O=C(CN1C(=O)C2CC=CCC2C1=O)Nc1nnc(SCc2ccc(F)cc2)s1 (stereo unspecified)	3
CC(C)NC(=O)C(C)n1cccc1C(=O)c1ccccc1 (stereo unspecified)	1
Cn1cnnc1SCC(=O)N1CCC(Cc2ccccc2)CC1	4
O=S(=O)(Nc1cccc2cn[nH]c12)c1ccc(F)cc1	-4
Cn1c(=O)c2c(nc(SCC(=O)O)n2Cc2cccc(C(F)(F)F)c2)n(C)c1=O	-8
O=[N+]([O-])c1ccc(N2CCN(C(=S)NC3CCCCC3)CC2)cc1	0
Cn1c(=O)c2cn3c(c2n(C)c1=O)C(c1ccccc1)CC(c1ccccc1)=N3 (stereo unspecified)	-3
COc1cccc(C2/C(=C(\O)c3ccc4c(c3)OCCO4)C(=O)C(=O)N2CCN(C)C)c1 (stereo unspecified)	7
COc1ccc(Sc2ccccc2CN(C)C)cc1OC	-1
O=C(CCNS(=O)(=O)c1cccc2nsnc12)N1CCc2ccccc21	2
CC(=O)c1c(C)[nH]c(C(=O)COC(=O)CN(C)S(=O)(=O)c2ccc(Cl)cc2)c1C	4
COc1ccc(NC(=O)NCc2ccncc2)cc1	12

Part of the list above, with each value named.
molecule: O=[N+]([O-])c1ccc(N2CCN(C(=S)NC3CCCCC3)CC2)cc1
  Artemis endo inh: 0
molecule: O=C(CCNS(=O)(=O)c1cccc2nsnc12)N1CCc2ccccc21
  Artemis endo inh: 2
molecule: CC(C)(C)n1ncc2c(=O)n(CC(=O)Nc3ccc4c(c3)OCO4)cnc21
  Artemis endo inh: -4

4 entries from above, reformatted:
SMILES: Cc1ccc(-n2ncc(C#N)c2/N=C/N2CCCCCC2)cc1
  Artemis endo inh: 0

SMILES: CC(C)(C)n1ncc2c(=O)n(CC(=O)Nc3ccc4c(c3)OCO4)cnc21
  Artemis endo inh: -4

SMILES: CCCSc1nc(N)nc(-c2cccs2)c1C#N
  Artemis endo inh: 6

SMILES: CCN(CC)CCCNc1cc2n(c(=O)n1)CCc1cc(OC)c(OC)cc1-2
  Artemis endo inh: 15

More entries
molecule	Artemis endo inh
CN1CCN(CCCNC(=O)c2cc3c(=O)oc4ccccc4c3s2)CC1	0
CCCc1nc2ccc(NC(=O)NCCC(=O)OCC)cc2c(=O)n1Cc1cccc(Cl)c1	2
COc1cc(C(=O)N2CCN=C2c2ccccc2)cc(OC)c1OC	4
O=C(Nc1ccccc1)c1ccc(S(=O)(=O)NCc2ccco2)cc1	6
COC(=O)c1cc(C(C)=O)n2ccccc12	-3
COc1ccc(C2C3=C(CC(C)(C)CC3=O)Nc3cc4c(cc32)OCO4)cc1 (stereo unspecified)	2
CC(C)(C)c1ccc(OC2=CS(=O)(=O)c3ccccc32)cc1	2
Cc1cc(=O)n2nc(-c3ccccc3)sc2c1C#N	-2
CC(C(=O)N1CCCCC1)n1sc2ccccc2c1=O (stereo unspecified)	8
CCOC(=O)N1CCN(C(=O)CSc2nnc(CNC(=O)c3c(F)cccc3Cl)o2)CC1	6
CCCOc1ccc(N2C(=O)CC(N3CCN(c4nc5ccccc5s4)CC3)C2=O)cc1 (stereo unspecified)	-8
CCC1(CC)C(=O)NC(=O)NC1=Nc1cccc(OC)c1	12
CO/N=C(/CNC(=O)c1cccc(Cl)c1)c1ccc(Cl)cc1	-5
CN1C2C=C3C(C#N)=C(N)C(C#N)(C#N)[C@@H](c4cccc(F)c4)[C@@H]3C1CC2 (stereo partly specified)	-7
O=c1[nH]c(Cn2nnc(-c3ccccc3)n2)nc2scc(-c3ccccc3)c12	5
CC(C)CN(C(=O)CSc1nncs1)c1c(N)n(CC(C)C)c(=O)[nH]c1=O	2
CC(=O)OCC(=O)Nc1ccc(C(C)=O)cc1	0
CC(C)NC(=O)COC(=O)c1cc(F)c(F)cc1Cl	0
CC1CCc2nc(NC(=O)CN3CCN(c4ccccc4)CC3)sc2C1 (stereo unspecified)	5
COc1ccc(S(=O)(=O)CCC(=O)Nc2c(C)n(C)n(-c3ccccc3)c2=O)cc1	12
Cc1nc(=O)c(-c2ccccc2)c(C)n1CC1CCCO1 (stereo unspecified)	7
CCCCSC(=O)Nc1ccccc1	1
CCCSc1cc(N2CCOCC2)nc(-c2ccccc2Cl)n1	-6
CCC(C)[C@H](NC(=O)NCc1cccs1)C(=O)O (stereo partly specified)	6
COc1cccc(OCC(O)CN2CCN(CCO)CC2)c1 (stereo unspecified)	-12
CO/C([O-])=N/c1c[n+](-c2ccc(C)cc2)no1	1
CCC(c1nnnn1Cc1ccco1)N(CCc1ccccc1)Cc1cc2ccc(OC)cc2[nH]c1=O (stereo unspecified)	7
CC1(C)CC(=O)C(C=NCCCN2CCOCC2)=C(O)C1	9
CCOC(=O)/C(C#N)=C\C1=C(N2CCCC2)CC(C)(CC)OC1 (stereo unspecified)	8
COc1cc(C(=O)NC2=NCCS2)cc(OC)c1OC	-1
O=C(Nc1ccccc1)OCCNC(=O)c1ccccc1	-6
CCCn1c(N)c(N(C)C)c(=O)n(CC(=O)Nc2ccc(OC(F)(F)F)cc2)c1=O	2
Cc1ccn(Cc2n[nH]c(=S)n2Cc2ccccc2)n1	-5
Cc1nn(-c2ccc(F)cc2)c2c1cc(C#N)c1nc3ccccc3n12	3
Cc1sc2nc(CN(Cc3cccs3)C(=O)C3CC3)[nH]c(=O)c2c1C	4
CC(C)(C)n1ncc2c(=O)n(CC(=O)NC3CCCCC3)cnc21	-2
CC(C)C(=O)NC(NCC1CCCO1)C(Cl)(Cl)Cl (stereo unspecified)	-4
Cc1cc(NC(=O)CCCS(=O)(=O)c2nc(-c3cccs3)cc(C(F)(F)F)n2)no1	0
CC(=O)c1sc2ccccc2c1OC(=O)c1ccco1	-3
COC(=O)CNc1nc(-c2cccnc2)nc2ccccc12	2

Exported with each value named: 2 of the compounds above.
SMILES: Cc1ccn(Cc2n[nH]c(=S)n2Cc2ccccc2)n1
- Artemis endo inh: -5

SMILES: O=C(Nc1ccccc1)OCCNC(=O)c1ccccc1
- Artemis endo inh: -6

(next part)
molecule	Artemis endo inh
COc1ccc(N2CCN(C(c3ccccc3OC)c3nnnn3C3CCCC3)CC2)cc1 (stereo unspecified)	1
COc1cccc(-n2c(SCC(=O)N3c4ccccc4CC3C)nnc2-c2ccco2)c1 (stereo unspecified)	17
CCOn1c(=O)c(=O)n(OCc2ccccc2)c2ccccc21	0
CCOC(=O)C(CC)n1cnc2sc3c(c2c1=O)CCC3 (stereo unspecified)	6
Cc1cc(C(=O)CSc2n[nH]c(-c3ccccc3F)n2)c(C)n1Cc1cccs1	-2
COC(=O)C(Cc1c[nH]c2ccccc12)NC(C)=O (stereo unspecified)	9
Cn1c(Cl)cnc1C1CC(=O)c2cc(Cl)ccc2O1 (stereo unspecified)	5
CC1Cc2ccccc2N1C(=O)CSc1nnc2c(n1)[nH]c1ccccc12 (stereo unspecified)	36*
Brc1cc(Br)c2ncnc(N3CCCCC3)c2c1	6
O=c1cc(CN2CCN(c3ccccc3)CC2)c2c(ccc3ccccc32)o1	12
O=C(COC(=O)CC1CC2CCC1C2)NC(=O)NCc1ccco1 (stereo unspecified)	0
Cc1ccc(C(=O)NC2(C(F)(F)F)N=C3SCCN3C2=O)cc1 (stereo unspecified)	10
COc1ccccc1-c1nc(C(F)(F)F)c(OC)o1	2
CCOC(=O)C1CCCN(C(=O)Cc2ccc(C)cc2)C1 (stereo unspecified)	-8
COc1ccc(S(=O)(=O)NC(CC(=O)NCC2CCCO2)c2ccco2)cc1 (stereo unspecified)	-3
O=S(=O)(c1ccccc1)c1nc(-c2ccco2)oc1NCCCN1CCOCC1	-1
CCOC(=O)C1CCCc2c1[nH]c1c(C(N)=O)cccc21 (stereo unspecified)	-5
Cc1cc(C)cc(C(=O)n2cnnc2N)c1	6
CCN(CCO)c1ccc(-n2c(N)c(C(=O)OC)c3nc4ccccc4nc32)cc1	-4
CCC(=O)Nc1nc2ccccc2n1Cc1ccccc1C	-7
COC(=O)C1=C(CSCc2ccco2)NC(=O)NC1c1cc(C)ccc1C (stereo unspecified)	6
O=C(NC(=S)Nc1ccccc1O)c1ccc(-c2ccc(Cl)cc2)o1	-4
Cc1noc(/C=C/N(C)C)c1S(=O)(=O)NC1CCCCC1	-3
CC(C)Cc1nnc(NC(=O)CSc2nc(=O)cc(N)n2-c2ccccc2)s1	11
CCN1CCN(C(=O)c2cc3cc4cc(OC)ccc4nc3s2)CC1	1

Screening data as filed in PubChem.

This is a subset; rates above refer to the full screens.
